High-throughput results (PubChem)
TRPV1 agonist: activates the human vanilloid receptor TRPV1. AID 540275. TRPV1-expressing cells, Fluo-8 calcium influx, agonist mode. activation, % at 8.33 µM. actives 0.19% (n = 320,000). Q8NER1; in the data active means activation above about 80%; inconclusive means between about 30% and that limit; further: 0% is about no effect
Target sequence (Q8NER1 whole entry, looked up): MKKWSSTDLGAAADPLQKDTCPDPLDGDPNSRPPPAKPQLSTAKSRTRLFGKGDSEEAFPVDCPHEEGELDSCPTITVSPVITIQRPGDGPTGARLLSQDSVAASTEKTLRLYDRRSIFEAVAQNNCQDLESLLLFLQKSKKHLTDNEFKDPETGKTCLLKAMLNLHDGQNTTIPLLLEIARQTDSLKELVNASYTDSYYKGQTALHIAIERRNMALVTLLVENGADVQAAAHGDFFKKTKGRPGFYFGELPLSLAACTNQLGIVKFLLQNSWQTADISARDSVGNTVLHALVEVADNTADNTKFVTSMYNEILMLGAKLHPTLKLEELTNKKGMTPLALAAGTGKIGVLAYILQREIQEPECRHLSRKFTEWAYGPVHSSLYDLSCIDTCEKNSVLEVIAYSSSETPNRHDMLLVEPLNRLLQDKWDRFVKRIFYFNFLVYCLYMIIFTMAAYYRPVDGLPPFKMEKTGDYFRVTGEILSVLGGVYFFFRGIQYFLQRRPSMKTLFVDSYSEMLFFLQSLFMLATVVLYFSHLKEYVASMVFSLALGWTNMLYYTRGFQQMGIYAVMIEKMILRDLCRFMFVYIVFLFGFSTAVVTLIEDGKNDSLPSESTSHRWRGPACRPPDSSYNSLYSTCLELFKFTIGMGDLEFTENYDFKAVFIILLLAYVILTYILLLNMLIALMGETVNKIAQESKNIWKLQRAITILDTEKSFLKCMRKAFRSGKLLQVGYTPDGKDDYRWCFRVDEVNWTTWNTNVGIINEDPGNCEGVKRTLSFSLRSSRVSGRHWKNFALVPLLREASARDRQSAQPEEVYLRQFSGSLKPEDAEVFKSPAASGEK
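Fluo-8 calcium influx in TRPV1-expressing cells, kinetic read (ex 480/em 520 nm). Compound added and read 3 min for agonist activity, followed by capsaicin at EC20 final and 2 min further read for enhancement.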
USP2a inh: USP2a (human) protease inhibition; O75604; USP2 core, Ub-CHOP2 coupled fluorogenic reporter, 485/531; Potency, µM (titrated, usually from 38.3 µM), inactives show at the highest dose activity change, negative = inhibition, most hits filed as inhibitors; actives 0.01% (n = 330,000); AID 463254;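 further: potency means the concentration at half of the fitted maximal effect; plate controls were DMSO wells for no effect and full inhibition by NEM control for full effect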
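USP2 core (10nM final) preincubated 30min RT with compound in 20mM Tris-HCl pH 8.0, 2mM CaCl2, 2mM beta-mercaptoethanol, 0.05% CHAPS; 25nM Ub-CHOP2 plus 25nM reporter substrate added, fluorescence (Ex485/Em531) read after 60min.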
B2AR arrestin: beta2AR (human) beta-arrestin recruitment activity | beta-arrestin recruitment to beta2AR, cell-based reporter | Potency, µM (highest dose often 46.1 µM), for inactives: at the highest dose activation, hits mostly activators | actives 0.02% (n = 330,000);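 further: potency means the concentration at half of the fitted maximal effect; 0% = DMSO controls and full agonism = EC100 isoproterenol or metaproterenol; nearly all actives have a fitted effect of over 65% in size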
BRCA1 expr up: BRCA1 expression activation; MCF7-BRCA1-FFLuc reporter, luminescence, 48 h; response scale: scaled: vehicle 0%, 10 µM genistein 100%; Potency, µM (highest dose often 46.1 µM), for the others: at the top dose activation, most hits filed as activators; actives 1.1% (n = 380,000); AID 624202; further: potency means the concentration at half of the fitted maximal effect; nearly all actives have a fitted effect of over 80% in size; some results filed as inactive show a strong effect at the top dose
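Using MCF7 cells harboring a BRCA1 firefly luciferase reporter, plated 2 h before compound pinning, the screen measured luminescence after 48 h incubation. Responses were normalized to DMSO and 10 microM genistein, then fitted for concentration-effect.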
a7 integrin act: activates integrin-mediated alleviation for muscular dystrophy. alpha7betagal myoblasts, beta-gal FDG fluorescence, 48 h. Potency, µM (titrated, usually from 38.3 µM), for inactives: at the top dose activation, most hits filed as activators. actives 0.064% (n = 350,000);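 further: potency means the concentration at half of the fitted maximal effect; 100% = response of the positive control SU9516; nearly all actives have a fitted effect of over 60% in size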
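alpha7betagal+/- myoblasts (passage 13, 250/well) treated 48 h at 37C with compounds at 1:260 dilution of DMSO stock. Lysed, then beta-galactosidase activity read as FDG fluorescence (ex 480/em 540) after 30 min, with pre-read for autofluorescence.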
uPA surface inh: blocks generation of uPA at the cell surface; cell surface uPA generation assay, qHTS; Potency, µM (titrated, usually from 38.3 µM), for the others: top-dose activity change, negative = inhibition, hits mostly inhibitors; actives 0.31% (n = 330,000); active means well fitted inhibition curve with a large enough effect; inconclusive means small, poorly fitted or top-dose-only effect; inactive means no such curve, though single readings can be large or run the other way; tested in mouse RAW 264.7 cells; further: potency means the concentration at half of the fitted maximal effect; on the % scale 0 is the no-effect control and ±100 the full control effect; nearly all actives have a fitted effect of over 55% in size
S-ASM inh: blocks human secretory acid sphingomyelinase; AID 504937; actives 0.006% (n = 340,000); Potency, µM (titrated, usually from 57.5 µM), for the others: at the top dose activity change, negative = inhibition, most hits filed as inhibitors; placental ASM, HMU-PC fluorogenic substrate, 60 min; P17405; further: potency means the concentration at half of the fitted maximal effect
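Steps: dispense placental human ASM, pin compound, wait 10 min at room temperature, add HMU-PC0 substrate at 9 uM final, incubate 60 min at 37 °C, add stop solution raising pH to 10, read fluorescence.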
Eya2 phos inh: inhibitors of human Eya2 phosphatase activity | AID 488837 | recombinant Eya2, OMFP fluorescence dephosphorylation (OMFP is methylfluorescein phosphate) | Potency, µM (series often up to 76.9 µM), without a hit: at the top dose activity, negative = inhibition, usual class: inhibitors | actives 0.006% (n = 330,000) | O00167; further: potency means the concentration at half of the fitted maximal effect; on the % scale 0 is the no-effect control and ±100 the full control effect
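Eya2 protein (added as 0.2 uM solution) was preincubated with compound for 10 min at ambient temperature in 50 mM HEPES pH 7.5, 50 mM NaCl, 5 uM MgCl2, 0.05% BSA, 1 mM DTT. OMFP (added at 50 uM) then reacted 10 min; fluorescence read at 485/525 nm.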
p53 reactivation: restores transcriptional activity of mutant p53; Potency, µM (titrated, usually from 92.2 µM), without a hit: top-dose activity change, positive = activation, most hits filed as activators; H1299 p53-A138V BP100-luciferase reporter, luminescence, 24 h; actives 0.063% (n = 320,000); further: potency means the concentration at half of the fitted maximal effect; % of control where 0% means no effect; nearly all actives have a fitted effect of over 45% in size
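H1299 (p53-null), stable ts p53-A138V + BP100-Luc; 1000 cells/well, Opti-MEM/10% FBS; cpd 4 pt, 1:5; 24 h, 37 deg C, 5% CO2; detection reagent 10 min RT; luminescence.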
ELG1 genotoxic: genotoxicity induction in ELG1-luciferase HEK293T cells | Potency, µM (top dose mostly 46 µM), for inactives: at the top dose activity change, positive = activation, hits mostly activators | HEK293T ELG1-luciferase reporter, luminescence, 16 h | actives 1.3% (n = 330,000); further: potency means the concentration at half of the fitted maximal effect; % of control where 0% means no effect; nearly all actives have a fitted effect of over 60% in size
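Genotoxic stress is detected as increased luminescence from luciferase-tagged ELG1 in HEK293T cells, measured with ONE-Glo after a 16 hr treatment at 37 °C.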
TSG101-PTAP inh: blocks PTAP/TSG101 interaction to inhibit HIV-1 budding; Potency, µM (series often up to 115 µM), for inactives: at the top dose activity change, negative = inhibition, usual class: inhibitors; Fluorescence polarization, FITC-PTAP peptide / Tsg101 binding; Q99816; 340,000 tested, under 10 active; active means well fitted inhibition curve with a large enough effect in the main read-out, with a control signal flat, not every such curve was filed as active; inconclusive means small, poorly fitted or top-dose-only effect, or effect the other way, or a change in a side signal; inactive means no such curve, though single readings can be large or run the other way; further: potency means the concentration at half of the fitted maximal effect; % of control where 0% means no effect
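Steps: Tsg101 binding domain dispensed (10 uM final), compounds pinned in DMSO, FITC-labeled PTAP-motif peptide added (50 nM final); after 20 min binding at room temperature, polarization measured.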
The depositor's hits bear a star; ? = inconclusive; nt = not tested or not shown; [ ] = dose if it differs, or a comment. Unless noted, the call rests on the fitted dose curve; in most records, active means well fitted curve in the direction sought with a large enough effect; inconclusive means small, poorly fitted or top-dose-only effect, or another doubt; inactive means no such curve, though single readings can be large; an effect the other way counts as inactive or inconclusive.

SMILES | TRPV1 agonist | USP2a inh | B2AR arrestin | BRCA1 expr up | a7 integrin act | uPA surface inh | S-ASM inh | Eya2 phos inh | p53 reactivation | ELG1 genotoxic | TSG101-PTAP inh
Cc1ccc(C)c(S(=O)(=O)Nc2cccc(-n3cnnn3)c2)c1 | -2 | 0% | -0.4% | -31% | 5% | -9% | -4% | -10% | -1% | 1% | -10%
O=C(COc1cccc2c1CCNC2=O)NC1CCCCC1 | 23 | 0% | 6.9% | 16% | 22% | 6% | 0% | 12% | 2% | 30% | 0%
Cc1ccc(CN2CCNC(=O)C2CC(=O)N(C)C2CCOCC2)cc1 (stereo not drawn) | -4 | 2% | 0.4% | -2% | 19% | 5% | nt | 4% | 4% | -2% | -7%
O=C(CNc1ccc(Cl)c(C(F)(F)F)c1)N1CCN(S(=O)(=O)c2ccccc2)CC1 | nt | nt | nt | -58% | -19% | -5% | -5% | nt | nt | nt | 0%
Cc1ccccc1N1CCN(C2CCCN(C(=O)CCC(=O)N(C)C)C2)CC1 (stereo not drawn) | -3 | -3% | -0.5% | 2% | 6% | -18% | 3% | 9% | ? | 13% | -1%
Cc1cc(C)n2nc(C(=O)OCC(=O)Nc3ccc(C)c(F)c3)nc2n1 | nt | -2% | -1.2% | -7% | 0% | 3% | 1% | -25% | 8% | 5% | -6%
CC(=O)Nc1ccc(NC(=O)C(C)Oc2ccccc2F)cc1 (stereo not drawn) | -2 | -1% | -0.3% | 2% | 0% | -7% | 6% | 13% | 1% | 5% | -6%
CCOC(=O)c1[nH]c(C)c(C(=O)NCc2ccccn2)c1C | 3 | 4% | -0.1% | 2% | 4% | nt | 1% | 9% | -1% | 1% | -5%
CC[C@H](C)[C@@H](CN[C@H](C)CNC)NCCC(c1ccccc1)c1ccccc1 | -2 | -4% | 0.6% | -30% | -39% | -30% | 1% | -10% | nt | -14% | -1%
O=C(NNC(=S)NC(=O)c1cccnc1)c1ccc(F)cc1 | -1 | 2% | 8.3% | 25% | -11% | 1% | 5% | 20% | 6% | 1% | 0%
COc1cccc(-c2nc(CS(=O)(=O)CC(=O)Nc3cc(OC)ccc3OC)c(C)o2)c1 | -3 | -2% | 0.2% | 47% | 1% | 9% | -3% | -2% | -6% | -1% | -2%
CCOc1ccc(C(=O)NC(=S)NC2CCCC2)cc1[N+](=O)[O-] | 0 | -1% | -0.3% | -33% | -19% | -1% | -1% | 5% | 2% | 1% | -3%
CN(C)S(=O)(=O)c1ccc2c(c1)nc(CCC(=O)O)n2C | -2 | 0% | -0.1% | -16% | -15% | 3% | 4% | 7% | -1% | 1% | -1%
Cc1cc(Br)ccc1NC(=O)CN(C)C(=O)Cn1c(=O)cnc2ccccc21 | 1 | 4% | -0.7% | -6% | -10% | -4% | nt | -15% | -11% | -3% | -2%
CCN1CCN(C(c2ccccc2)c2nnnn2CCc2ccc(OC)c(OC)c2)CC1 (stereo not drawn) | -4 | -8% | 0.1% | -30% | 8% | 0% | -1% | -8% | 12% | 2% | 0%
CCSc1nnc(NC(=O)c2cc(C)nc3ccccc23)s1 | 6 | 1% | -1.8% | -6% | -18% | 1% | -2% | 1% | -7% | 0% | -4%
CNC(=O)/C(C#N)=C\c1cc(C)n(-c2ccc(N3CCOCC3)cc2)c1C | 5 | -1% | 0.6% | -8% | 7% | -5% | 8% | -7% | -2% | 9% | -2%
O=C1NC(=O)/C(=C\c2ccc(N3CCOCC3)o2)N1 | 0 | 3% | -0.7% | 33% | 5% | -5% | 0% | -1% | 8% | -2% | 33%[activator]
Cn1c(=Nc2ccccc2)sc2ccccc21 | 2 | 0% | 0.1% | 40% | 14% | -4% | -12% | 3% | 23% | ? | -3%
O=C(Nc1ccccc1Cl)c1ccc(S(=O)(=O)N2CCOCC2)cc1 | ? | -2% | -0.8% | 4% | 17% | 2% | -5% | -4% | -3% | 0% | -2%
COc1ccc(CC(=O)Nc2nnc(C)s2)cc1 | -1 | 0% | -0.2% | 2% | -17% | -3% | -2% | 4% | 7% | 0% | 0%
Cc1ccc(C(=O)N2CCN(c3ccc(NC(=O)CSc4ccc(Cl)cc4)cc3)CC2)cc1 | 2 | -1% | 0.2% | -30% | -22% | -7% | nt | 3% | 3% | 2% | 0%
CCOc1ccc(NS(=O)(=O)c2ccc3[nH]cc(C(=O)NCC4CCCO4)c(=O)c3c2)cc1 (stereo not drawn) | -2 | 3% | -0.4% | 5% | -13% | 3% | -15% | 10% | -40%[inhibitor] | 3% | -4%
Cc1c(C=O)c(=O)n(-c2ccccc2)n1-c1ccccc1 | 2 | -1% | 2.6% | -5% | 0% | -2% | 1% | 4% | 0% | -3% | 2%
CC1CCCN(Cc2c(C(=O)N3CCc4ccccc4C3)nc3ccc(Cl)cn23)C1 (stereo not drawn) | ? | 0% | -0.9% | 0% | 10% | 4% | 1% | -7% | -4% | -4% | -1%
Cc1cc(C)nc(NC(=O)Cc2ccc(Cl)cc2)c1 | 1 | -1% | 0.4% | -3% | -20% | -1% | 1% | 3% | 9% | -5% | -1%
CCn1cc(CN2CCC(n3nccc3NC(=O)CCCc3ccccc3)CC2)cn1 | 1 | 3% | -0.5% | 1% | 11% | -14% | 2% | -5% | 10% | 2% | 0%
O=C(NCCOc1ccccc1Cl)C(=O)Nc1ccccc1 | 8 | 4% | -0.9% | -42% | 0% | -10% | 5% | -8% | 24% | 6% | -2%
CC(C)C[C@H](NC(=O)N1CCn2c1nc1ccccc12)C(=O)NCc1ccc2c(c1)OCO2 | 13 | 3% | -1.0% | -32% | 40% | -1% | -12% | -20% | -4% | -2% | -1%
CCN(CC)C(=O)c1cc2c(=O)n3cccc(C)c3nc2n1C | 4 | 2% | -0.1% | 6% | -24% | 0% | nt | 11% | 20% | -4% | -2%
O=c1c2nccnc2[nH]c(=S)n1Cc1ccccc1 | 1 | 1% | -0.2% | -23% | 24% | -5% | -1% | -8% | 0% | 0% | 1%
CCc1ccc(C(=O)COC(=O)c2ccc(Cl)nc2)cc1 | 5 | 10% | 0.3% | 110% | 6% | 5% | -2% | 6% | 14% | 2% | 0%
Cc1nnc(NC(=O)c2cc3n(n2)C(C(F)(F)F)CC(C2CC2)N3)s1 (stereo not drawn) | 0 | 1% | 0.1% | 2% | 5% | -2% | 3% | 22% | 5% | -3% | -2%
CCCC(=O)Nc1ccc(NC(=S)NC(=O)c2ccccc2[N+](=O)[O-])cc1 | 0 | 2% | 7.5% | -45% | 13% | -12% | 0% | 3% | -2% | 0% | -12%
Cn1c(CO)cnc1SCc1ccc(F)cc1 | 0 | 3% | -0.2% | 60% | 0% | 4% | 0% | -2% | 6% | 7% | -3%
COCCCNC(=O)C(=O)C1C(=O)Nc2ccccc21 (stereo not drawn) | -1 | 2% | -0.4% | 3% | ? | 5% | 1% | -12% | 1% | 0% | 0%
COc1cccc(N2CCN(C(=O)CSc3ccc(F)cc3)CC2)c1 | 22 | 2% | -0.2% | 24% | 9% | -2% | 0% | 3% | 5% | -5% | 0%
c1ccc(C[C@H]2CNCCN2CCCCC2CCCCC2)cc1 | 1 | 0% | 0.0% | -54% | -40% | -2% | 0% | -5% | -8% | -4% | -1%
COc1cc(/C=C/c2nc3ccccc3c(=O)[nH]2)ccc1OC(F)F | -2 | 4% | -1.3% | 3.2µM* | 0% | ? | 3% | 15% | 19% | 27% | -3%
Cc1ccc(C)c(S(=O)(=O)N2CCCN(C)CC2)c1 | 3 | 1% | -0.4% | 37% | 0% | -5% | 3% | 9% | -6% | 0% | -8%
Cn1c(C(=O)NCCC2=CCCCC2)cc2c(=O)n3ccccc3nc21 | 0 | 2% | 0.0% | 11µM* | 7% | 0% | nt | 7% | 18% | ? | -4%
CCOc1ccc(S(=O)(=O)NCC(=O)N(C)Cc2cccnc2)cc1 | 0 | 3% | 0.0% | 7% | 1% | 11% | 2% | -3% | -2% | 13% | -4%
CN(C)C(=O)c1noc2cc([N+](=O)[O-])ccc12 | -2 | 2% | 0.2% | 0% | 20% | 4% | 5% | -4% | 5% | -1% | -1%
CN(C(=O)c1ccccc1)C1c2c(ccc3ccccc23)OCC1CO (stereo not drawn) | -7 | -3% | -0.8% | 2% | -2% | -19% | -2% | 6% | -6% | 0% | 0%
